# PvdQ acylase: P. aeruginosa PvdQ acylase inhibitors, primary screen, biochemical, fluorescence, plate reader and imaging, single point | purified PvdQ acylase | 340,000 compounds, 0.063% hits | PvdQ acylase [Pseudomonas aeruginosa LESB58] | inhibition, % at 10 µM; in the data active means inhibition above about 30%, passing the limit was not always enough;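 further: 0% = vehicle neutral wells and 100% = reference inhibitor wells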
# PfHsp90 yeast 2: growth inhibition of PfHsp90-expressing yeast, primary screen, antimalarial PfHsp90 inhibitor project, S. cerevisiae, BacTiter-Glo luminescence, single point, set 2; 310,000 compounds, 0.32% hits; inhibition, % at 9.4 µM; BacTiter-Glo ATP, 48 h; yeast lacking PDR1 and PDR3 efflux regulators;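 active means every replicate shows inhibition above about 80%, whatever the replicate mean, limit read from the data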;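 further: 0% = DMSO neutral controls and 100% = 20 µM radicicol positive controls; yeast relying on Plasmodium falciparum Hsp90 in place of its own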
# CDK5 inh: inhibitors of human CDK5/p35 kinase, primary screen, biochemical, single concentration; Recombinant CDK5/p35, ADP-Glo luminescence, 60 min; inhibition, % at 10 µM; AID 488839, 2010; 330,000 compounds, 0.01% hits;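 active means highest replicate inhibition of at least 50% and at least 75% of replicates reaching 50%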;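 further: plate controls were DMSO neutral control for no effect and GW8510 at 10 µM for full effect; many of its hits are not listed in these tables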
# Mot1-301 SUMO: yeast Mot1-301 growth rescue at high temperature, primary screen, SUMOylation pathway inhibitor project, S. cerevisiae, ATP luminescence, 38.5C; S. cerevisiae Mot1-301 growth rescue; percent above DMSO median, 100 means doubled; growth rescue, % at 18.8 µM; 320,000 compounds, 1% hits; AID 2716, 2010;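 active means every valid replicate shows activation above 250% relative to neutral control wells; inactive means the rest, any valid replicate at or below 250%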;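 further: OY570 slx delta 5 strain wells were the positive control but not used for scaling; some compounds called inactive have numbers as strong as hits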
# Cardiac RTF inh: cardiac RTF calcium sensitivity inhibitors, primary screen, biochemical, IANBD-TnC fluorescence, EC70 calcium. inhibition, % at 7.15 µM. IANBD-labeled cardiac RTF, Ca2+ fluorescence. AID 493244, 2011. 340,000 compounds, 0.12% hits;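 active means inhibition above the mean inhibition of all tested compounds plus 3 SD, cut at about 17% in these data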;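 further: assay run at fixed EC70 calcium of 1.6 mM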
# dFosB activator: activators of delta FosB homodimer, primary screen, biochemical, fluorescence polarization, TAMRA-CDK5 oligo, single point | Protein FosB (Mus musculus), P13346 | purified delta FosB; percent of positive-control signal above neutral wells | activation, % at 25 µM | 340,000 compounds, 0.99% hits;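 active means mean activation above about 17%, with every replicate also reaching it, limit read from the data, passing the limit was not always enough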;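 further: fluorescence polarization rise as delta FosB binds a TAMRA Cdk5 AP-1 oligo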
# C-LANA FP: inhibitors of KSHV C-LANA binding to DNA, primary screen, biochemical, fluorescence polarization, FAM-LBS DNA, MBP-C-LANA, single point | inhibition, % at 9 µM | 340,000 compounds, 0.078% hits | AID 504423, 2011;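 active means highest replicate inhibition at or above 60% at 9 µM, even if other replicates fall short; inactive means all replicates below 60% inhibition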;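 further: 0% = neutral control wells and 100% = 4 µM acridine orange control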
# Keap1 Nrf2 FP: Keap1-Nrf2 protein-protein interaction inhibitors, primary screen, biochemical, fluorescence polarization, single point; AID 504523, 2011; inhibition, % at 9.4 µM; Keap1 Kelch-Nrf2 peptide fluorescence polarization, 1536-well; 340,000 compounds, 0.15% hits; Kelch-like ECH-associated protein 1 (Homo sapiens), Q14145; in the data active means inhibition above about 12%;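 further: human Keap1 Kelch domain with fluorescein labeled Nrf2 9mer peptide probe; 0% = neutral control wells and 100% = peptide positive control; higher means more block of Keap1 binding to Nrf2 peptide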
# NSD2 inh: NSD2 histone methyltransferase inhibitors, primary screen, biochemical, AlphaScreen, single concentration, set 2. 310,000 compounds, 0.54% hits. NSD2 peptide methylation, 120 min. inhibition, % at 12.5 µM. Histone-lysine N-methyltransferase NSD2 (Homo sapiens), O96028; in the data active means inhibition above about 50%
# Target sequence (O96028 whole entry, looked up): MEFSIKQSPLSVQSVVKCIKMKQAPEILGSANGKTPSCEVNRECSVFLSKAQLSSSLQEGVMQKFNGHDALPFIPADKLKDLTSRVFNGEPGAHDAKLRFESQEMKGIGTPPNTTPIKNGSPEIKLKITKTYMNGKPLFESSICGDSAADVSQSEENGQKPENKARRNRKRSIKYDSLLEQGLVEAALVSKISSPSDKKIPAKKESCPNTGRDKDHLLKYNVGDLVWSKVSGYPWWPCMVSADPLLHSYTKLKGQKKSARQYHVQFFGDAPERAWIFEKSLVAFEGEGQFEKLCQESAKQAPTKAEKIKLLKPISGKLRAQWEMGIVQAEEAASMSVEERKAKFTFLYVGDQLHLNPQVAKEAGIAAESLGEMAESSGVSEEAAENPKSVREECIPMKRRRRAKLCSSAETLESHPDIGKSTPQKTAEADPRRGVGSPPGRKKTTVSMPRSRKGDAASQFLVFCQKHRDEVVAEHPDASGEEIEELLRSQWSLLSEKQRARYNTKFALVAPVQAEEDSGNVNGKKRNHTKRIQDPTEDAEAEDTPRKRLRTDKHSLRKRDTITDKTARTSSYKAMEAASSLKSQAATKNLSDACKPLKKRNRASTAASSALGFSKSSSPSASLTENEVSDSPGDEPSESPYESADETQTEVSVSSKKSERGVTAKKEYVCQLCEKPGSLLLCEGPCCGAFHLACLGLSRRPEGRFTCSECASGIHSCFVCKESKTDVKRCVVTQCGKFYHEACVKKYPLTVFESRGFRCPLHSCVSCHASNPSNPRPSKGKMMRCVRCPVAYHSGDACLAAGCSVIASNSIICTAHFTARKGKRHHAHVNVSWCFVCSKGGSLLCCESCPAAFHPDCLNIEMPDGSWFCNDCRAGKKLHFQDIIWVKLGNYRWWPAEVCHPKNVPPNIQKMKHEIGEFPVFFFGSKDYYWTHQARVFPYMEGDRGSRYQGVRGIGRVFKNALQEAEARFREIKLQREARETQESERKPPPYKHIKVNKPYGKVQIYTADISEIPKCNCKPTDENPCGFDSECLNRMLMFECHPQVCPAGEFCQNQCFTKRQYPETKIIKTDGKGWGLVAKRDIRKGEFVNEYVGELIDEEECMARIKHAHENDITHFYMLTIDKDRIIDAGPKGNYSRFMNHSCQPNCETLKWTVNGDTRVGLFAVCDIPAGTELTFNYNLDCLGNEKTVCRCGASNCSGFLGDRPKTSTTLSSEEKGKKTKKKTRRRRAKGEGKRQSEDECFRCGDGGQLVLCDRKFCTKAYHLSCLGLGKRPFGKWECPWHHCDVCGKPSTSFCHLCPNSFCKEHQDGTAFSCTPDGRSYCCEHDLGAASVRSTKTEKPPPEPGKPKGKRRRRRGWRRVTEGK
# cardiac RTF act: cardiac RTF calcium sensitivity activators, primary screen, biochemical, IANBD-TnC fluorescence, EC20 calcium. activation, % at 7.2 µM. 340,000 compounds, 0.24% hits. Troponin I, cardiac muscle (Homo sapiens) + Troponin T, cardiac muscle (Homo sapiens) + …. IANBD-labeled TnC RTF fluorescence at EC20 calcium; 0% EC20 calcium, 100% full calcium;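 active means activation above the mean over all tested compounds plus 3 SD, cut at about 30% in these data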;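 further: rise in fluorescence read as greater calcium sensitivity of cardiac thin filaments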
# Rtt109 Vps75: inhibitors of C. albicans Rtt109/Vps75 HAT, primary screen, biochemical, ThioGlo CoA-SH fluorescence, plate reader. purified Rtt109/Vps75, 4 h. inhibition, % at 34.9 µM. 330,000 compounds, 0.16% hits. AID 540336, 2011;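 active means inhibition of at least 50% in every replicate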
# The depositor's hits bear a star; / = no result given. No enrichment for hits; 3.2% or so of the library scored in one or more.
SMILES,PvdQ acylase,PfHsp90 yeast 2,CDK5 inh,Mot1-301 SUMO,Cardiac RTF inh,dFosB activator,C-LANA FP,Keap1 Nrf2 FP,NSD2 inh,cardiac RTF act,Rtt109 Vps75
O=C(Cc1ccc([N+](=O)[O-])cc1)NCC1CCCO1 (stereo not given),-3.0,/,2.7,/,-2.4,-6.3,-2.5,-5.2,-6.1,1.8,1.5
CCCC(=O)Nc1nnc(-c2ccco2)s1,5.8,-14.2,1.3,-4.1,-6.7,2.3,-0.6,-0.3,/,-4.7,4.4
CSc1nc(NS(=O)(=O)c2cc(C)c(Cl)cc2Cl)nn1C,-10.3,-16.6,0.0,-2.8,-8.7,-5.3,1.7,-1.1,1.2,2.4,-28.1
COC(=O)[C@@H](Cc1ccc(O)cc1)NC(=O)[C@H]1CCC(=O)N1C(=O)OCc1ccccc1,-2.8,-4.3,0.4,-5.4,-11.3,1.3,1.4,0.7,/,2.2,16.0
Cc1ccc2c(C)c(C(=O)N3CCN(c4ncccn4)CC3)oc2c1C,10.6,-2.5,-0.1,/,-3.0,-11.6,-1.6,-1.2,0.5,-4.2,10.1
O=C(CCn1nnc2ccccc21)NNC(=O)C1CCCCC1,-9.0,-2.1,0.7,7.9,-5.3,2.6,-0.7,-2.3,3.0,-1.7,-3.3
CCN(CC(=O)NC1CCS(=O)(=O)C1)C(=O)c1ccc(S(=O)(=O)N(CC)CC)cc1 (stereo not given),6.5,/,-0.2,6.8,13.3,-0.6,-1.0,-0.1,4.7,-6.4,-2.1
Cc1cc(Sc2nc(NC(C)C)nc(NC(C)C)n2)nc(Cl)n1,3.6,-0.9,0.3,-8.6,-1.1,0.0,-0.9,-1.1,-5.3,10.1,28.2
Cc1ccc[n+](CC(=O)N2CCCCC2)c1C,-16.2,12.2,-1.8,-29.2,5.4,4.1,-1.1,-3.7,-0.2,-3.8,-11.9
O=C(NC1CC(=O)N(c2ccc(F)cc2)C1)C(=O)c1c[nH]c2ccccc12 (stereo not given),-9.7,5.1,0.9,10.3,-7.1,-5.1,-0.9,1.1,-1.1,-1.1,-3.4
O=[N+]([O-])c1ccc(C2CCCC/C2=N/OCc2ccc(F)cc2)c([N+](=O)[O-])c1 (stereo not given),-15.8,9.6,2.7,82.7,-6.5,-3.3,-1.0,0.2,3.2,1.7,5.8
CCN1CCN(c2c(Cl)cccc2NC(=O)c2ccc3c(c2)OCCO3)CC1,-15.9,/,-0.8,0.7,1.0,-6.9,0.4,-3.2,5.3,-4.2,-8.3
O=C(Nc1ccc(S(=O)(=O)NCc2ccco2)cc1)c1ccncc1,11.3,10.4,0.1,0.6,-15.7,0.1,-0.5,-5.0,39.1,-2.7,-25.9
NC1=NN=C(N2N=C(c3ccccc3)CC2(O)C(F)(F)F)n2ncnc2C1 (stereo not given),-22.5,4.4,-4.7,-17.9,-0.7,-5.0,0.4,-4.0,3.6,-3.8,1.4
COc1cc(NC(=O)Cn2ncc(Cl)c(Cl)c2=O)c(C)cc1[N+](=O)[O-],-12.0,/,-1.2,/,0.8,-11.1,1.1,3.9,10.6,-0.2,8.8
Cc1cc(-c2cccs2)n[nH]1,9.9,4.2,0.2,-3.4,0.4,-0.7,1.3,0.4,/,-1.2,-3.3
COc1ccc(/C(C)=N\NS(C)(=O)=O)c(OC)c1,-7.1,24.8,0.7,6.2,-6.2,-4.0,1.4,-3.8,-1.3,6.1,8.7
COCCCNC(=S)N/N=C/c1ccccc1O,-6.2,-29.4,0.7,51.8,0.5,-7.9,-0.6,-0.4,-4.3,1.8,-12.4
CC1CCN(c2cc(N)c(Cl)cc2[N+](=O)[O-])CC1,-14.0,2.8,-1.0,13.7,-0.8,1.0,-0.2,0.2,27.4,-4.1,/
COCCN(C(=O)CCC(=O)Nc1ccccn1)C(C(=O)NCCC(C)C)c1ccc(C)cc1 (stereo not given),4.2,-1.0,0.3,29.2,-11.2,-6.3,0.3,-1.1,/,-2.2,9.5
O=C(CSc1ccc(Cl)cc1)OCc1nnc(-c2ccccc2)o1,-15.6,-28.6,0.8,17.9,3.8,-0.5,0.7,-3.4,-4.5,-0.3,-7.6
CC(C)C(NC(=O)c1ccc(F)cc1)C(=O)Nc1cccnc1 (stereo not given),-8.9,8.7,0.0,-21.7,-7.6,-6.6,3.4,-3.4,-1.9,-2.1,-11.3
CCOC(=O)c1nnc(-c2cccs2)nc1Oc1ccc(Cl)cc1,-4.9,-1.9,-0.6,-11.7,-8.3,0.9,0.3,-0.5,-2.4,-1.5,-5.8
CC(C)C(NC(=O)/C(=C\c1ccco1)NC(=O)c1ccco1)C(=O)O (stereo not given),-7.8,-2.3,-2.6,12.9,-2.1,-3.2,2.3,1.3,4.1,-0.7,0.7
COc1cc(/C=N/Nc2ccc(Cl)c(C(=O)O)c2)ccc1OC(=O)c1ccccc1F,-16.0,10.8,1.1,9.5,-9.6,0.1,0.9,0.3,14.2,-3.6,9.9
O=C(NC(Cc1ccccc1)C(=O)O)/C(=C/c1cccc([N+](=O)[O-])c1)NC(=O)c1ccco1 (stereo not given),-4.2,19.6,1.0,-22.4,-13.9,-1.0,0.1,-0.9,-3.6,-4.8,-7.0
Cc1ccc(-c2nc3ncccc3o2)cc1NC(=O)c1cccnc1,4.6,4.5,1.8,4.9,1.4,-11.3,2.4,1.2,-1.8,-6.6,-2.8
Cc1ccc(S(=O)(=O)N(C)C)cc1NC(=O)c1cc(-c2ccco2)nc2ccccc12,-6.2,7.8,0.7,59.2,-1.2,-6.4,-1.7,-0.8,-0.9,2.8,-8.9
O=C(NCCc1nc2ccccc2[nH]1)c1cccc(Br)c1,-3.7,6.1,0.8,-4.7,2.7,-2.2,-0.5,-0.6,1.2,0.7,-1.4
CCCCN(C)C(=O)c1nc2ccccn2c1CN1CCSCC1,-2.5,-7.1,0.3,243.9,-4.7,2.9,-0.3,2.0,-6.2,0.9,-11.8

# Arranged by heavy-atom count (ascending): part of the list above.
SMILES,PvdQ acylase,PfHsp90 yeast 2,CDK5 inh,Mot1-301 SUMO,Cardiac RTF inh,dFosB activator,C-LANA FP,Keap1 Nrf2 FP,NSD2 inh,cardiac RTF act,Rtt109 Vps75
O=C(NCCc1nc2ccccc2[nH]1)c1cccc(Br)c1,-3.7,6.1,0.8,-4.7,2.7,-2.2,-0.5,-0.6,1.2,0.7,-1.4
CCOC(=O)c1nnc(-c2cccs2)nc1Oc1ccc(Cl)cc1,-4.9,-1.9,-0.6,-11.7,-8.3,0.9,0.3,-0.5,-2.4,-1.5,-5.8
CC(C)C(NC(=O)/C(=C\c1ccco1)NC(=O)c1ccco1)C(=O)O (stereo not given),-7.8,-2.3,-2.6,12.9,-2.1,-3.2,2.3,1.3,4.1,-0.7,0.7
COc1cc(/C=N/Nc2ccc(Cl)c(C(=O)O)c2)ccc1OC(=O)c1ccccc1F,-16.0,10.8,1.1,9.5,-9.6,0.1,0.9,0.3,14.2,-3.6,9.9

# Next section
SMILES,PvdQ acylase,PfHsp90 yeast 2,CDK5 inh,Mot1-301 SUMO,Cardiac RTF inh,dFosB activator,C-LANA FP,Keap1 Nrf2 FP,NSD2 inh,cardiac RTF act,Rtt109 Vps75
CCOC(=O)N1CCN(C(=O)c2oc(=O)c3ccccc3c2-c2ccc(C)cc2)CC1,-1.9,9.5,-1.1,-9.3,-3.5,-9.1,0.3,-2.2,/,6.9,10.8
N#CCCN(C(=O)CSc1ccc2c(c1)OCCO2)c1ccccc1,-7.7,/,-2.9,2.7,-2.5,3.4,0.4,1.5,-0.5,3.8,15.6
CCN1CCN(C(=O)C2c3cc(OC)c(OC)cc3C(=O)N(C)C2c2ccc(SC)cc2)CC1 (stereo not given),-11.7,/,-0.8,5.2,-9.4,-4.5,0.2,-4.6,1.5,-2.2,-2.2
Cc1ccccc1NC(=O)C1CCN(C2=NS(=O)(=O)c3ccccc32)CC1,5.1,5.7,-2.6,26.1,-4.9,-10.2,61.2*,0.9,-1.5,7.5,8.1
Cc1cc2[nH]c(=O)c(=O)[nH]c2cc1S(=O)(=O)N1CCC(C)CC1,-5.5,-15.3,1.8,-3.4,-2.8,-0.8,1.4,-5.5,/,3.0,-7.1
O=C(NNc1c(Cl)cncc1Cl)c1sccc1Cl,-8.3,-24.8,1.2,15.6,1.1,-6.4,-2.4,1.1,4.4,-0.7,0.9
Cc1cccc(CN2CCc3c(OCC(=O)N4CCCc5ccccc54)cccc3C2=O)c1,5.0,-1.6,-0.3,9.1,-4.5,-5.3,0.8,-0.8,0.2,-1.2,-0.9
CCOC(=O)C1CCCN(C(=O)c2cc(-c3ccc(C)cc3)on2)C1 (stereo not given),2.5,-20.7,1.2,10.7,3.7,-6.8,3.0,0.0,/,-8.2,3.2
CC(C)(C)n1nnnc1C(c1cccs1)N(Cc1ccccc1)Cc1ccco1 (stereo not given),9.6,-29.9,-2.7,/,-3.8,0.4,0.4,-5.1,6.7,4.2,0.2
COc1ccccc1CNc1ccc(N2CCOCC2)c(C(=O)O)c1,6.8,-0.4,1.1,1.9,-0.4,2.6,0.3,-2.5,1.5,2.8,-0.8
O=C1NC(=O)/C(=C\c2ccc(OCc3cnc(Cl)s3)cc2)S1,-16.2,-67.4,-1.1,-5.2,-7.2,-0.4,1.1,-0.3,-1.3,0.8,-7.3
CN(C)/C=C1\C(=O)N(c2ccc(Cl)c(Cl)c2)CS1(=O)=O,-6.3,-19.6,2.7,-6.9,-0.5,-2.4,0.8,2.2,-2.8,-1.4,-2.1
COc1ccc(Br)cc1C(=O)Nc1cccc2ncccc12,-16.1,5.4,-0.4,5.7,1.0,-22.2,-0.4,-2.6,2.5,-3.4,-0.6
CN(C)/C=C1/Sc2ccccc2C1=O,4.7,-4.7,1.5,10.5,-2.6,5.2,2.0,-6.7,-1.4,-4.7,-9.7
O=C1NC(c2ccccc2)CCC1(Cl)Cl (stereo not given),-17.4,-5.7,-3.1,0.5,9.1,1.9,-0.5,-4.7,-3.7,5.0,-0.9
O=C(c1ccccc1)c1ccc2nc(N3CCN(C(=O)c4ccco4)CC3)c3nncn3c2c1,-1.7,-9.0,0.1,-5.1,-2.1,-35.1,2.9,-3.4,/,5.4,2.0
Cc1ccc(Nc2nc(-c3sc(N)nc3C)cs2)cc1,4.0,-5.0,0.2,111.3,-10.0,-12.5,1.2,-7.0,4.8,-2.9,13.6
Nn1cc(-c2ccccc2)nc1SCC(=O)Nc1cccc(S(N)(=O)=O)c1,-5.0,11.6,0.0,7.3,1.6,-5.5,0.6,-1.2,4.5,7.2,-9.9

# Screening data: PubChem, several laboratories
